High-throughput results: PubChem BioAssay, National Center for Advancing Translational Sciences (NCATS)
KB-3-1 tox = KB-3-1 parental cell cytotoxicity | KB-3-1 viability, CellTiter-Glo ATP luminescence, 72 h | Potency, µM (series often up to 46.1 µM), inactives show at the top dose activity change, negative = cytotoxic, hits mostly cytotoxic | hit rate 1.4% among 400,000; also: potency is read from the fitted curve at half-maximal effect; % is scaled to controls: 0 for no effect and ±100 for the full control effect; nearly all actives have a fitted effect of over 60% in size
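Viability of parental KB-3-1 cells, measured by CellTiter-Glo luminescence, followed a 72 h incubation at 37 °C with pinned compounds in phenol-red-free DMEM containing 10% FBS.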
HT1080 IDH1KD tx = kills HT-1080 cells with IDH1 knockdown; HT-1080 IDH1 knockdown viability, ATP luminescence, 48 h; Potency, µM (doses to about 46.1 µM), for the others: at the highest dose activity, negative = toxicity, actives largely listed as cytotoxic; hit rate 2% among 360,000; AID 686971;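 also: potency is read from the fitted curve at half-maximal effect; 0% = DMSO wells and -100% = cell-free medium wells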
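CellTiter-Glo luminescence after 48 h compound exposure at 37 degrees C of IDH1-knockdown HT-1080 cells in 5% FBS RPMI. %Activity scaled between DMSO wells and cell-free media wells, with curves fitted and assigned curve classes.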
IL1B secr inh = blocks inflammasome-driven IL-1 beta release. THP-1 LPS/ATP IL-1B secretion, AlphaLISA, 16 h; active compounds read low. activity change, % at 57.5 µM. hit rate 4.7% among 360,000. AID 743279; in the data active = activity change below about -50%; inconclusive = mostly about -30% to -49%; also: % is scaled to controls: 0 for no effect and ±100 for the full control effect
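THP-1 cells pretreated 1 hr with compounds (up to 57.5 uM final), then stimulated with LPS (250 ng/mL final) plus ATP (1.25 mM final); secreted IL-1B measured by AlphaLISA after 16 hr, decreased signal indicating inhibition.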
GLP-1R agonist = GLP-1 receptor (human) agonism; P43220; HEK293 GLP-1R CRE-luciferase, luminescence, 4-6 h; cells express a hypersensitive GLP-1R form; Potency, µM (series often up to 45.6 µM), for the others: at the highest dose activation, actives largely listed as activators; hit rate 0.007% among 380,000; also: potency is read from the fitted curve at half-maximal effect; % of control where 0% means no effect
Target sequence (P43220 whole entry, looked up): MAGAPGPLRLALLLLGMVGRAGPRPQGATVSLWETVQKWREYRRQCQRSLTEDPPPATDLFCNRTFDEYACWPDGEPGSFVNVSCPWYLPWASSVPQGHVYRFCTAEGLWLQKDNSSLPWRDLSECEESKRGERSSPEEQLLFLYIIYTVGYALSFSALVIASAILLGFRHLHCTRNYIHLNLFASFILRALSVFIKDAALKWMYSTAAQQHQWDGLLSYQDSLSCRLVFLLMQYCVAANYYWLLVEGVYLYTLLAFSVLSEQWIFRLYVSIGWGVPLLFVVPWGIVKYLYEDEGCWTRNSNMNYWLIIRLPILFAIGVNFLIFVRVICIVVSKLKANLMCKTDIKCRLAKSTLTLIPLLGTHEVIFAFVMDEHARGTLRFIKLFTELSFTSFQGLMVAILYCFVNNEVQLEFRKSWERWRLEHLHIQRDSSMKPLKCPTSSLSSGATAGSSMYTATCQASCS
HT1080-NT tox = kills 2HG-producing HT-1080-NT fibrosarcoma cells; HT-1080-NT fibrosarcoma viability, CellTiter-Glo ATP luminescence, 48 h; hit rate 1.6% among 360,000; AID 686970; Potency, µM (doses to about 46.1 µM), for the others: top-dose activity, negative = less viability, most hits filed as cytotoxic;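 also: NT is the 2HG producing partner of a matched IDH1 knockdown line; potency is read from the fitted curve at half-maximal effect; 0% = DMSO-treated cells and -100% = media-only wells without cells; nearly all actives have a fitted effect of over 55% in size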
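750 cells/well, RPMI + 5% FBS; 2 h settle, compound pin-transfer, 48 h at 37 degrees C. CellTiter-Glo 10 min RT, luminescence. Normalized to DMSO and media-only wells.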
KB-V1 cytotox = KB-V1 MDR subline cytotoxicity; KB-V1 MDR cells viability, CellTiter-Glo, 72 h; Potency, µM (highest dose often 46.1 µM), for the others: at the top dose activity change, negative = cytotoxicity, actives largely listed as cytotoxic; hit rate 3.4% among 400,000; AID 1347076; also: potency is read from the fitted curve at half-maximal effect; % is scaled to controls: 0 for no effect and ±100 for the full control effect; nearly all actives have a fitted effect of over 60% in size
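Compound-treated KB-V1 multidrug-resistant cells, 72 h, 37 degrees C; viability by CellTiter-Glo. Fitted qHTS curves give the values.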
DRD3 antagonist = blocks the human D3 dopamine receptor | AID 652054 | max response, negative = inhibition, % | hit rate 2.5% among 360,000 | D3R cells, DiscoveRx beta-arrestin luminescence, antagonist mode; active compounds read low; in the data active = max response below about -50%; inconclusive = no clear call, values can overlap the other calls; also: % is scaled to controls: 0 for no effect and ±100 for the full control effect; mostly tested at two doses, the higher about 12 µM
Target sequence (P35462 whole entry, looked up): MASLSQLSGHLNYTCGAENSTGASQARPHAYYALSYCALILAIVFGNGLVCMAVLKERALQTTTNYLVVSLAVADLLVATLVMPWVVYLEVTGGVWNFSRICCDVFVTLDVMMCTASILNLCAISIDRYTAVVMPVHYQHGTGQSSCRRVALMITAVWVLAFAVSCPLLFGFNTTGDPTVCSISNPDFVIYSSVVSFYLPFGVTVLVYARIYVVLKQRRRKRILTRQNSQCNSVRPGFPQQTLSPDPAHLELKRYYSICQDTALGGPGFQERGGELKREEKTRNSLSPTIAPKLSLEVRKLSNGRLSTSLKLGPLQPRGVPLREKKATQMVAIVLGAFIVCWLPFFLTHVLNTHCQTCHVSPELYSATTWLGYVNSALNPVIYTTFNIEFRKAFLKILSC
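Cells expressing the human receptor were seeded at 1500 cells/well, incubated overnight at 37 degrees C in 5% CO2, then exposed to library compounds with dopamine controls for 90 minutes at 37 degrees C before luminescent detection.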
SW480 rereplic = DNA re-replication induction in SW480 cells; Potency, µM (series often up to 46.1 µM), inactives show at the highest dose re-replication activation, hits mostly activators; hit rate 1.8% among 340,000; SW480 DNA re-replication, Hoechst DNA content imaging, 48 h; AID 624297; also: potency is read from the fitted curve at half-maximal effect; % of control where 0% means no effect; nearly all actives have a fitted effect of over 55% in size
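DNA re-replication was detected as more nuclei of elevated Hoechst intensity after 48 hr exposure to compound (23 nL pinned per well of 250 cells).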
DRD3 agonist = activates the human D3 dopamine receptor; P35462; AID 652048; D3R DiscoveRx beta-arrestin cells, luminescence, 90 min; max activation, %; hit rate 0.58% among 410,000; in the data active = max activation above about 30%; also: 0% is about no effect; mostly tested at two doses, the higher about 12 µM
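Cells at 1500/well, incubated overnight, then treated with pinned compounds (dopamine as control) for 90 min at 37 degrees C. DiscoveRx reagent added for 30 - 60 minutes at room temperature; luminescence read.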
Numbers without * were called inactive; ? = inconclusive; . = no result given; & = joins results of further samples; [ ] = dose if it differs, or a comment. Unless noted, calls follow the shape of the dose curve; as a rule, active = well fitted curve in the direction sought with a large enough effect; inconclusive = small, poorly fitted or top-dose-only effect, or another doubt; inactive = no such curve, though single readings can be large; an effect the other way counts as inactive or inconclusive.

#1 COc1ccc(CC(N)c2csc(NC(=O)CCc3ccccc3)n2)cc1 (stereo not drawn)
#2 CCOC(=O)CSc1nnc2n1C(C)(C)Cc1ccccc1-2
#3 NC(=O)c1cc(Cl)cn(-c2ccccc2)c1=O
#4 O=C(COC(=O)Cc1n[nH]c(=O)c2ccccc12)Nc1c(Cl)cccc1C(F)(F)F
#5 CC(C)CN(C(=O)Cn1c(C(F)(F)F)nc2ccccc21)C1CCS(=O)(=O)C1 (stereo not drawn)
#6 CCCCNc1c(-c2ccc(OC)c(SC(C)CC)c2)nc2cc(C)ccn12 (stereo not drawn)
#7 COCCn1c(SCC(=O)NNC(=O)c2ccccc2)nc2ccccc21
#8 O=C(CSc1nnc(-c2ccc(F)cc2)o1)NC1CCCCC1
#9 COC(=O)c1ccc(C2OCC(C)(C)CO2)cc1
#10 CCCCN(CC)CCNC(=O)c1cc2c(-c3ccccc3F)nn(C)c2s1
Assay by compound,1,2,3,4,5,6,7,8,9,10
KB-3-1 tox,-6%,0%,8%,-13%,9%,?,-2%,9%,7%,-28%
HT1080 IDH1KD tx,?,2%,0%,0%,-2%,23µM*,12%,14%,3%,?
IL1B secr inh,?,-7,42,-5,6,-85*,6,-12,8,.
GLP-1R agonist,-5%,3%,-3%,2%,-16%,-2%,13%,6%,5%,-3%
HT1080-NT tox,?,0%,-4%,-6%,1%,21µM*,15%,9%,21%,?
KB-V1 cytotox,?,1%,0%,-10%,-8%,-1%&0%,-10%,-21%,3%,1%
DRD3 antagonist,-17,-16,-1,10,14,4,-16,5,-3,-61*
SW480 rereplic,.,-10%,-5%,0%,-5%,?,1%,-29%,27%,?
DRD3 agonist,-3,3,-3,4,1,63*,-16,1,3,-15

#11 CSc1nc2ccc(NS(=O)(=O)c3ccc(Br)s3)cc2s1
#12 COc1cc(CN2C[C@@H](CO)O[C@@H](n3cnc4c(N5CCN(c6ccccc6)CC5)ncnc43)C2)cc(OC)c1OC
#13 COc1ccccc1C(=O)N(C)CC(=O)Nc1ccc(N2CCOCC2)cc1
#14 CSc1ccc(CNC(=O)C2CCC(=O)N(Cc3cccc(F)c3)C2)cc1 (stereo not drawn)
#15 COc1ccc(CC(=O)NCCCCc2ccccc2)cc1OC
#16 Cc1cc(C(=O)CCC(=O)N2CCN(c3ccccc3O)CC2)c(C)s1
#17 CCc1cc(CNC(=O)CC2C(=O)NCCN2Cc2ccccc2C(F)(F)F)on1 (stereo not drawn)
#18 CCn1cc(CN2CCC(C(=O)Nc3cccc(-c4cccc(Cl)c4)c3)CC2)cn1
#19 CC1CCN(c2ccc3nnc(CCC(=O)NC(C)C)n3n2)CC1
#20 c1ccc(CSc2ccc(-c3cccs3)nn2)cc1
Assay by compound,11,12,13,14,15,16,17,18,19,20
KB-3-1 tox,1%,0%,7%,8%,-2%,-3%,5%,-9%,-16%,10%
HT1080 IDH1KD tx,2%,0%,9%,-3%,0%,-18%,7%,18µM*,12%,-9%
IL1B secr inh,37,-8,-14,0,-11,-15,9,-79*,-10,7
GLP-1R agonist,5%,13%,5%,-3%,2%,-6%,3%,10%,2%,3%
HT1080-NT tox,9%,-3%,6%,-1%,7%,-9%,-2%,15µM*,12%,1%
KB-V1 cytotox,0%,4%,7%,-11%,-7%,-10%,10%,12%,7%,-17%
DRD3 antagonist,9,-12,10,-1,5,-4,-1,-3,3,-23
SW480 rereplic,-7%,.,-12%,-1%,1%,1%,4%,18µM*,1%,-43%[inhibitor]
DRD3 agonist,1,14,1,1,2,-2,4,-11,5,-16

#21 O=C(/C=C/c1ccc(Cl)cc1)N(Cc1ccccc1)c1ccccn1
#22 O=C(NC(Cc1ccccc1)C(=O)N1CCCCC1)c1ccccc1 (stereo not drawn)
#23 O=C(COC(=O)CNC(=O)c1ccccc1)Nc1ccc(Cl)cc1C(F)(F)F
#24 Cc1ccc(Cl)cc1N1C(=O)CC(C)(C)CC1=O
#25 COC(=O)/C=C/c1ccccc1S(=O)(=O)N(Cc1ccccc1)Cc1ccco1
#26 Cc1cc(C)n(CCN(C)Cc2cn[nH]c2-c2ccc(F)cc2F)n1
#27 c1cc2nncn2nc1N1CCCC1
#28 Cc1ccc(SCCN2CCN(CCc3ccccc3)CCC2=O)cc1
#29 C/C(=N\NC(=O)CN1CCOCC1)C(C)(C)C
#30 CN(C(=O)COC(=O)c1cc([N+](=O)[O-])ccc1Cl)c1ccccc1
Assay by compound,21,22,23,24,25,26,27,28,29,30
KB-3-1 tox,4%,18%,5%,-3%,3.3µM*,-1%,-6%,0%,-2%,20%
HT1080 IDH1KD tx,-5%,1%,-1%,3%,4.6µM*,-3%,-1%,-1%,1%,18%
IL1B secr inh,?,6,9,5,49,-6,67,-1,-6,?
GLP-1R agonist,20%,2%,-2%,-1%,5%,9%,-3%,9%,-6%,15%
HT1080-NT tox,-5%,4%,-8%,0%,4.6µM*,3%,-2%,-1%,3%,20%
KB-V1 cytotox,-10%,?,-4%,-10%,7.3µM*,-3%,1%,-8%,0%,4%
DRD3 antagonist,?,6,13,-26,-14,9,-2,-59*,7,-23
SW480 rereplic,?,-4%,83%,-3%,4.1µM*,-2%,-10%,-3%,-7%,-9%
DRD3 agonist,-19,9,-1,-4,-34,3,2,-68,3,-2

#31 COc1cc(OC)cc(C(=O)NCCOc2ccccc2)c1
#32 O=C(O)c1ccccc1C(=O)N1CC=C(c2ccccc2)CC1
#33 COC/C=C/C1=CC2=CC(=O)C(C)(OC(=O)c3cnc4ccccc4n3)C(=O)C2=CN1CCCCO (stereo not drawn)
#34 Cc1nn(C(=O)c2cccnc2)c(C)c1Sc1ccccc1
#35 COc1ccc(Br)cc1CNC(=O)CN1CCSc2ccccc21
#36 Cc1cccc2cc(CN(Cc3nnnn3C3CCCC3)C3CCCCC3)c(=O)[nH]c12
#37 COc1ccccc1N1CCN(C2CC(=O)N(c3cccc(Br)c3)C2=O)CC1 (stereo not drawn)
#38 COc1ccccc1N(C)S(=O)(=O)c1ccc(C(=O)Nc2nc(C)c(C(C)=O)s2)cc1
#39 CCCc1ccc(C(=O)N2CCN(c3ccccc3OCC)CC2)cc1
#40 CN1CCN(CCN2CCn3c2nc2ccccc23)CC1
Assay by compound,31,32,33,34,35,36,37,38,39,40
KB-3-1 tox,11%,0%,16%,-20%,?,-1%,0%,2%,-1%,3%
HT1080 IDH1KD tx,4%,-5%,9%,15%,.,-1%,-1%,-7%,-8%,-4%
IL1B secr inh,-1,21,15,1,.,-12,-10,22,17,7
GLP-1R agonist,10%,0%,-1%,0%,30%,12%,2%,-2%,2%,-1%
HT1080-NT tox,-2%,4%,12%,15%,.,-11%,0%,-4%,-11%,-1%
KB-V1 cytotox,?,9%,?,-19%,?,23µM*,-15%,-1%,?,21%
DRD3 antagonist,9,-14,-23,67,.,-19,-23,12,30,1
SW480 rereplic,-5%,-5%[9.22 µM],-17%,-5%,.,?,5%,-11%,?,-6%
DRD3 agonist,-6,-11,-14,4,8,-7,23,0,15,-18

Shown tab-delimited: entries from further up
cpd	structure	KB-3-1 tox	HT1080 IDH1KD tx	IL1B secr inh	GLP-1R agonist	HT1080-NT tox	KB-V1 cytotox	DRD3 antagonist	SW480 rereplic	DRD3 agonist
32	O=C(O)c1ccccc1C(=O)N1CC=C(c2ccccc2)CC1	0%	-5%	21	0%	4%	9%	-14	-5%[9.22 µM]	-11
33	COC/C=C/C1=CC2=CC(=O)C(C)(OC(=O)c3cnc4ccccc4n3)C(=O)C2=CN1CCCCO (stereo not drawn)	16%	9%	15	-1%	12%	?	-23	-17%	-14
34	Cc1nn(C(=O)c2cccnc2)c(C)c1Sc1ccccc1	-20%	15%	1	0%	15%	-19%	67	-5%	4
35	COc1ccc(Br)cc1CNC(=O)CN1CCSc2ccccc21	?	.	.	30%	.	?	.	.	8

Further records follow:
#41 O=S(=O)(Nc1cc(Cl)ccn1)c1ccc(Cl)cc1
#42 CS(=O)(=O)Nc1cccc(C2=NN(C(=O)CCC(=O)O)C(c3cccs3)C2)c1 (stereo not drawn)
#43 CCOC(=O)/C(C#N)=C/Nc1ccccc1NS(=O)(=O)c1ccc(C)c(C)c1
#44 CCOC(=O)CNC(=O)CSc1nc(Cc2cccs2)nc2ccccc12
#45 O=C(CCc1ccccc1)N1CCCN(C(=O)CCc2ccccc2)CC1
#46 COc1ccc(-c2cc3nc(C)c(CCC(=O)NC(C)c4ccccc4)c(C)n3n2)c(OC)c1 (stereo not drawn)
#47 Cc1cc(C)cc(NC(=O)CCC(=O)Nc2nnc(C(F)(F)F)s2)c1
Assay by compound,41,42,43,44,45,46,47
KB-3-1 tox,-3%,-5%,0%,-8%,-1%,14%,0%
HT1080 IDH1KD tx,-12%,-3%,8%,-2%,9%,.,10%
IL1B secr inh,-11,21,12,-11,-27,.,14
GLP-1R agonist,2%,6%,4%,5%,3%,6%,2%
HT1080-NT tox,-13%[9.24 µM],-1%,11%,-15%,13%,.,4%
KB-V1 cytotox,4%,-7%,-8%,?,21µM*,4%,10%
DRD3 antagonist,-18,-25,-9,-25,-29,.,1
SW480 rereplic,-6%,-7%,-12%,-1%,60%,.,-26%
DRD3 agonist,4,-2,-1,-9,1,2,1

Given with values under each structure: entries from further up.
Each structure is followed by: KB-3-1 tox	HT1080 IDH1KD tx	IL1B secr inh	GLP-1R agonist	HT1080-NT tox	KB-V1 cytotox	DRD3 antagonist	SW480 rereplic	DRD3 agonist
43	CCOC(=O)/C(C#N)=C/Nc1ccccc1NS(=O)(=O)c1ccc(C)c(C)c1
  0%	8%	12	4%	11%	-8%	-9	-12%	-1
44	CCOC(=O)CNC(=O)CSc1nc(Cc2cccs2)nc2ccccc12
  -8%	-2%	-11	5%	-15%	?	-25	-1%	-9
